Screening results: PubChem BioAssay, Broad Institute
INS-1E GSIS act – GLuc luminescence reporter in INS-1E cells, primary screen for activators of glucose-dependent secretion of insulin; INS-1E GLuc reporter insulin secretion, 2-3 h; activation, % at 16.6 µM; actives 0.61% (n = 370,000);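 active = lowest replicate activation of at least 40%, so every replicate reaches that level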;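 also: 0% = median of neutral control wells and 100% = median of IBMX positive control wells; some compounds called inactive have numbers as strong as hits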
FN deposit inh – fibronectin deposition inhibition; actives 0.086% (n = 350,000); AID 743247; inhibition, % at 12.6 µM; AH1F fibroblasts, Alexa488-fibronectin deposition fluorescence, overnight;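 active = mean inhibition across replicates of 30% or more, regardless of how many single replicates reach that level; inconclusive = mean under 30% yet at least half of replicates reach 30%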;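 also: positive control wells lacked labelled fibronectin entirely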
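test system = AH1F fibroblasts assembling fluorescent fibronectin matrix | quantity = 10000 AH1F cells per well | buffer or medium = DMEM plus 2% serum, read in PBS | doses = single dose, pinned | incubation = 1 h cell attachment, overnight exposure to compound and label | detection = fluorescence at 485 nm excitation, 525 nm emission | read-out basis = inhibition from reduced deposited-fibronectin fluorescence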
miR-122 sensor – inhibitors of miR-122 in Huh7 cells; Huh7 miR-122 Renilla luciferase sensor, 48 h; neutral wells = 0, positive control = 100; activation (reporter increase), % at 12.5 µM; actives 0.3% (n = 340,000);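 active = mean replicate activation score at least 90 and every replicate individually at or above 90; inconclusive = only one of the two criteria met; inactive = neither criterion met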;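 also: higher luciferase means less miR-122 activity so hits act as miR-122 inhibitors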
DENV2 CPE – DENV2-induced cell death inhibition; AID 651640; DENV2-infected cells, cytopathic effect rescue, plate reader; actives 1.7% (n = 350,000); CPE inhibition, % at 9.99 µM; in the data active = CPE inhibition above about 20%, passing the limit was not always enough; inconclusive = no clear call, values can overlap the other calls; tested in BHK-21 cells;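 also: 0% = median of neutral control wells and 100% = median of positive control wells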
EWS-Fli inh – inhibitors of EWS/Fli oncoprotein transcriptional activity. A673 NR0B1-luciferase reporter, viability-normalised. inhibition, % at 12.6 µM. actives 0.67% (n = 350,000). AID 651661;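 active = mean inhibition of at least 50% after viability correction, with every replicate also passing that limit; inconclusive = mean reaches 50% but only one of two replicates passes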;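 also: firefly luciferase signal divided by Alamar Blue viability fluorescence both relative to DMSO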
PAX8 reporter – PAX8 transcriptional activity inhibition; actives 1.2% (n = 360,000); inhibition, % at 12.6 µM; AID 652154; RMG-I TPO-luciferase reporter, SteadyGlo, 24 h;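 active = mean replicate inhibition at least 60% with every replicate also reaching 60%; inconclusive = only one of the two criteria is met; inactive = mean below 60% and not all replicates reaching 60%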;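 also: luciferase light reporting Pax8 driven TPO promoter activity; plate controls were median of neutral control wells for no effect and mitoxantrone controls for full effect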
CFTR F508del cor – correctors of CFTR F508del function in bronchial epithelial cells. CFBE cells, YFP halide quenching; stimulated with forskolin plus potentiator P3; % fluorescence drop versus neutral controls. activity (quench increase), % at 7.58 µM. actives 0.36% (n = 350,000). AID 720511;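 active = mean added fluorescence quench of at least 8% versus neutral control, with both replicates also reaching 8%; inconclusive = only one of the mean or replicate conditions met; inactive = mean below 8% and not both replicates reaching 8%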;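 also: cells transiently co-express mutant CFTR-F508del with the halide-sensitive YFP; corrector assay measuring rescue of mutant channel to the surface after 24 h compound exposure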
* hit, by the source's call; ? = inconclusive; nt = no result given; [ ] = remark or other dose.

Below each SMILES – INS-1E GSIS act	FN deposit inh	miR-122 sensor	DENV2 CPE	EWS-Fli inh	PAX8 reporter	CFTR F508del cor
O=C(C1=NNCC1c1ccccc1)C1CO1 (stereo not drawn)
 : 3	-6	nt	-1	5	-3	nt
O=C(C[C@@H]1C=C[C@H](NC(=O)CC2CC2)[C@H](CO)O1)NCc1ccc(Cl)cc1
 : -2	nt	nt	0	-5	13	1.9
O=C(O)/C(=C\c1cccs1)c1ccc(F)cc1
 : 4	-2	6	-7	5	-22	0.0
CC1(C(=O)NS(=O)(=O)c2cccc(F)c2)CCN1C(=O)C1(c2ccc(Cl)cc2)CCC1 (stereo not drawn)
 : 23	-9	4	10	0	8	-2.9
O=C1O[C@@H](c2ccccc2)[C@@H](c2ccccc2)N2[C@@H](c3ccccc3OCCO)[C@]3(C(=O)Nc4ccccc43)[C@@H](C(=O)N3CCCCCCC3)[C@H]12
 : nt	nt	nt	0	1	nt	-8.5
CN1C(=O)c2ccc(Oc3ccccc3)cc2C1=O
 : 16	0	3	1	14	3	0.2
CN(Cc1ccccc1)C(=O)COC(=O)c1ccc(Cl)cc1N
 : 0	-11	nt	6	-6	-26	-0.8
O=C(O)CSc1nnc(COc2ccccc2)n1-c1ccccc1
 : -4	-1	-1	2	1	17	-1.5
NS(=O)(=O)c1cccc(NC(=O)c2cc(-c3cccs3)nc3ccccc23)c1
 : -34	9	20	2	6	-4	1.9
O=C1CCN(Cc2ccc(Br)cc2)CCN1[C@H](CO)Cc1ccccc1
 : -19	-1	-3	-12	2	7	0.6
C[C@@H](NC(=O)C[C@H]1CC[C@H]2[C@H](COc3ccc(NC(=O)C4CCOCC4)cc3C(=O)N2C)O1)c1ccccc1
 : 5	-4	-18[16.7 µM]	nt	-6	-22	-0.1
COc1cccc(CN(C)C(=O)CCC(=O)c2cc(Br)ccc2OC)c1
 : -16	1	2	7	5	26	0.5
C=CCN1C(=O)c2n[nH]c(C(C)C)c2C1c1ccccc1 (stereo not drawn)
 : 23	2	nt	-9	-3	12	0.4
Cn1nnc2c[n+](CC(=O)c3ccc(Cl)cc3)cc(Br)c21
 : -8	1	0	1	25	21	-1.1
COc1cc2c(cc1OC)CN(C(=O)c1cccc(S(=O)(=O)N(C)C)c1)CC2
 : 24	3	-8	0	10	11	0.8
COC(=O)CN1C(=O)CC(C)(C)Sc2ccccc21
 : 0	2	-1	14	-11	-23	-3.4
CN(CCN1CCc2ccccc2C1)Cc1nc(Cc2ccccc2F)no1
 : -10	5	0	nt	0	12	4.3
CCOC(=O)c1sc2nc(C)nc(Nc3ccc(OC)cc3)c2c1C
 : 20	nt	nt	8	11	-2	0.2
COc1ccc(C2C(C(=O)Nc3cccnc3)=C(C)Nc3nc(-c4cccs4)nn32)cc1OC (stereo not drawn)
 : 3	-2	-3	14	0	-4	1.8
Oc1cc2ccccc2cc1-c1n[nH]c(=S)n1Cc1ccco1
 : nt	nt	nt	1	-3	-3	-0.4
COc1ccc(CCNc2nc3ccc(C)cc3n3cnnc23)cc1OC
 : -13	-1	-6	-5	8	-3	4.6
O=C(Nc1ccc(Cl)c(C(F)(F)F)c1)C1CCCN(S(=O)(=O)c2cnc[nH]2)C1 (stereo not drawn)
 : nt	-2	-1	nt	nt	-2	nt
Cc1cccc(C(=O)NN(C)c2nc(-c3ccccc3)nnc2C(F)(F)F)c1
 : nt	-1	-4	nt	nt	4	nt
CCC(CO)Oc1cc(NCc2ccccc2Cl)c2ncn(C(C)C)c2c1 (stereo not drawn)
 : -38	-2	10	nt	5	3	1.9
C#CCNC(=O)c1ccc2sc([C@H]3C[C@H](O)[C@@H](CO)O3)nc2c1
 : 0	0	-1	2	-6	-6	-3.0
Cc1cc(CNC(=O)c2cccc([N+](=O)[O-])c2C)c2ccccc2n1
 : -32	-6	-11	2	12	39	-1.0
Cc1cc(C)cc([C@H]2C[C@]34CN(Cc5ccccc5)S(=O)(=O)[C@H]3C[C@H]2O4)c1
 : -18	-1	nt	-9	12	19	1.1
COCC(=O)N1C[C@H]2[C@@H](c3ccccc31)[C@@H](CO)N2C(=O)C1CCOCC1
 : 3	nt	4[16.7 µM]	10	-4	-19	2.4
CCCN1[C@@H]2c3ccc(C4=CCCCC4)c(=O)n3C[C@@H]2[C@@H](CO)[C@@H]1C(=O)N(C)C
 : 0	nt	nt	0	4	nt	-1.3
COc1cc(OC)cc(C(=O)Nc2ccc3c(c2)OCCO3)c1
 : 7	4	nt	1	-110	-115	-0.2
CCN(CC)CCNC(=S)Nc1ccc(F)cc1
 : 8	-13	nt	2	-15	9	-1.3
CCc1ccc(/C=N/n2c(COc3ccccc3)n[nH]c2=S)cc1
 : -19	3	-4	2	13	10	2.7
NNC(=O)Cn1nc(Cc2ccccc2)n(N)c1=O
 : 23	0	nt	-2	-4	0	0.7
CCOc1ccc(NC(=O)CN(C)C(=O)c2ccccc2OCc2cccc(C)c2)cc1OCC
 : -20	6	-1	-1	6	19	-2.0
O=C(O)c1ccc(N=Nc2c(O)[nH]c3cc(Cl)ccc23)cc1
 : 7	-14	nt	-4	-62	-123	3.3
FC(F)(F)c1ccccc1Cc1c(-c2ccccc2)nc2ccc(Cl)cn12
 : -12	-3	7	-5	-76	-104	0.3
O=C(c1ccc(-c2ccccc2)cc1)C1CCCN(C(=O)c2cncs2)C1 (stereo not drawn)
 : -56	-11	8	8	5	4	-0.4
CCOC(=O)c1cnn(-c2ccc(F)cc2)c1N
 : -1	-3	nt	19	-17	-9	-0.3
CCCNC(=O)N1CC2(CCN(Cc3ccc(F)cc3)CC2)c2c([nH]c3cc(OC)ccc23)[C@@H]1CO
 : -12	nt	nt	-2	0	nt	2.3
Cc1ccccc1OCCCN1C(=O)C(=O)c2cccc(C)c21
 : nt	-6	-8	-4	4	7	0.7

Some of the entries above, set out differently:
> CN1C(=O)c2ccc(Oc3ccccc3)cc2C1=O
  INS-1E GSIS act = 16 | FN deposit inh = 0 | miR-122 sensor = 3 | DENV2 CPE = 1 | EWS-Fli inh = 14 | PAX8 reporter = 3 | CFTR F508del cor = 0.2

> CN(Cc1ccccc1)C(=O)COC(=O)c1ccc(Cl)cc1N
  INS-1E GSIS act = 0 | FN deposit inh = -11 | miR-122 sensor = nt | DENV2 CPE = 6 | EWS-Fli inh = -6 | PAX8 reporter = -26 | CFTR F508del cor = -0.8

> O=C(O)CSc1nnc(COc2ccccc2)n1-c1ccccc1
  INS-1E GSIS act = -4 | FN deposit inh = -1 | miR-122 sensor = -1 | DENV2 CPE = 2 | EWS-Fli inh = 1 | PAX8 reporter = 17 | CFTR F508del cor = -1.5

> NS(=O)(=O)c1cccc(NC(=O)c2cc(-c3cccs3)nc3ccccc23)c1
  INS-1E GSIS act = -34 | FN deposit inh = 9 | miR-122 sensor = 20 | DENV2 CPE = 2 | EWS-Fli inh = 6 | PAX8 reporter = -4 | CFTR F508del cor = 1.9

Going on with the list:
Molecule	INS-1E GSIS act	FN deposit inh	miR-122 sensor	DENV2 CPE	EWS-Fli inh	PAX8 reporter	CFTR F508del cor
O=C(Nc1cc(F)ccc1F)N1CCCCN2[C@H](C1)[C@H](c1ccc(-c3cccnc3)cc1)[C@@H]2CO	0	nt	6[16.7 µM]	-3	-12	-2	0.7
CC(C)CC(=O)N1CCN(Cc2ccccc2Cl)CC1	10	-2	-3	-2	4	-4	2.1
O=C(Nc1ccc2oc(-c3ccncc3)nc2c1)c1ccc2c(c1)OCCO2	22	-2	nt	nt	-21	-3	2.9
CC(C)=C(NC(=O)c1ccccc1)C(=O)NCCCC(=O)O	-3	nt	-7	nt	-4	nt	-1.9
COc1cc(NC(=O)C2CC2)c(OC)cc1NC(=O)CCC(=O)NC1CCN(Cc2ccccc2)CC1	-18	2	nt	?	-11	30	1.9
CCOC(=O)C1=NNC(C(=O)O)C1c1ccccc1 (stereo not drawn)	nt	2	-1	18	2	-9	1.5
CC1(C)CC(=O)c2c(Cc3ccccc3)noc2C1	1	-4	-1	-7	-7	-9	2.2
COc1ccc(NC(=O)Nc2ccc3c(c2)C(=O)N([C@H](C)CO)C[C@@H](C)[C@@H](CN(C)CC2CCCCC2)OCCCC[C@@H](C)O3)cc1	18	nt	-21[16.7 µM]	1	19	-1	-2.9
CN1C[C@H](O)COC[C@@H]2O[C@@H](CC(=O)NC3CCC3)CC[C@H]21	5	-6	4[16.7 µM]	16	-6	-30	-1.9
O=C(O)c1ccc2c(c1)C(=O)N(c1ccc(C(=O)OCC(=O)c3ccccc3)cc1)C2=O	2	9	-2	-10	1	-132	-0.8
CC1=NNC(=O)C1C(c1cccc(O)c1)C(C#N)C#N (stereo not drawn)	-1	18	-3	13	-6	13	0.6
Cc1cc(=O)oc2cc(OCC(=O)N3CCN(C(=O)C4COc5ccccc5O4)CC3)c(Cl)cc12 (stereo not drawn)	6	-9	-5	0	nt	10	1.1
O=C(CSc1ccc(-c2ccco2)nn1)NCc1ccc(Cl)cc1	28	-2	1	nt	4	-7	1.1
CC1(C)CC(NC(=S)NCc2ccco2)CC(C)(C)N1	16	5	-14	-3	17	-3	-3.1
CCCCc1ccc(NC(=O)CSc2nc(=O)n(CCN(C)C)c3c2CCC3)cc1	-17	-23	-3	0	9	24	-1.1
O=C(Cn1nc(C(=O)O)c2ccccc2c1=O)Nc1nc(-c2ccccc2)cs1	20	5	2	2	-61	-47	-0.7
COc1ccc(C(=O)COC(=O)C(CCSC)NC(=O)COc2ccccc2)cc1 (stereo not drawn)	-17	5	nt	8	-1	-17	-1.4
Cc1ccc(NC(=O)c2ccc(OCc3c(C)noc3C)cc2)cc1	10	-6	nt	?	-23	11	-2.4
CC(C)c1ccc(NC2CCCN(C(=O)CCN3CCCC3=O)C2)cc1 (stereo not drawn)	-5	1	-6	-13	-4	-5	2.9
COC1=C(OC)C(=O)C(Sc2ccc3ccccc3c2)=CC1=O	-8	0	3	3	30	52	0.6
CCOc1cc(C(=S)N2CCOCC2)ccc1OC(=O)c1ccc(C)cc1	-33	-1	1	-3	16	-26	1.0
CCOc1ccc(NS(=O)(=O)c2ccc(C)c(C(N)=O)c2)cc1	-13	-14	-1	10	-7	3	1.1
CN1C(=O)c2cc(NS(C)(=O)=O)ccc2OC[C@H]2O[C@H](CC(=O)NCc3ccccc3)CC[C@H]21	5	0	1[16.7 µM]	1	0	-5	0.8
COc1ccc(S(=O)(=O)N(C)C[C@H]2Oc3ccc(NS(=O)(=O)c4cn(C)cn4)cc3CC(=O)N([C@H](C)CO)C[C@@H]2C)cc1	9	nt	-3[16.7 µM]	5	-5	-6	-2.5
CN(C)C(=O)c1cccc(-c2ccc([C@H]3[C@@H](CO)N(C(=O)C4CC4)[C@H]3C#N)cc2)c1	-3	4	nt	3	3	22	-4.5
Cc1cc(C)cc(C(=O)N(c2ccccn2)C(C)c2ccco2)c1 (stereo not drawn)	nt	1	54	nt	nt	16	nt
O=C(NCCc1ccccc1)C(=O)NCC1OCCCN1S(=O)(=O)c1cccs1 (stereo not drawn)	-1	7	nt	-5	-1	-1	3.9
